# Screens: PubChem, National Center for Advancing Translational Sciences (NCATS)
# AID inh: Primary qHTS assay for inhibitors of Activation Induced Cytidine Deaminase (AID): AID signal | AID deamination FRET fluorescence, UDG-coupled, 4 h | Potency, µM (titrated, usually from 115 µM), without a hit: at the highest dose activity change, negative = inhibition, actives largely listed as inhibitors | actives 0.32% (n = 91,000) | AID 1347428, 2020; further: nearly all actives have a fitted effect of over 25% in size
# Target sequence (Q9GZX7 whole entry, looked up): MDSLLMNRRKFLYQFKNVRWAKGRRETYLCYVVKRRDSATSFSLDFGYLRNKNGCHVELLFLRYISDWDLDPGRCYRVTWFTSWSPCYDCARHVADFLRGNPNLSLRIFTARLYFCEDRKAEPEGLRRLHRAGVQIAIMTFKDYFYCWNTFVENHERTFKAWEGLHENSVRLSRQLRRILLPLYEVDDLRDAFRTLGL
# UDG counter: Primary qHTS assay for inhibitors of Activation Induced Cytidine Deaminase (AID): UDG Counterscreen signal; Uracil-DNA glycosylase; FRET deamination/UDG coupled assay, UDG read, 4 h; Potency, µM (highest dose often 115 µM), inactives show at the highest dose activity change, negative = inhibition, usual class: inhibitors; actives 0.14% (n = 91,000); further: nearly all actives have a fitted effect of over 65% in size
# Active calls of the source: *; ? = inconclusive; [ ] = dose if it differs, or a comment. The call rests on the fitted dose curve; in most records, active means well fitted curve in the direction sought with a large enough effect; inconclusive means small, poorly fitted or top-dose-only effect, or another doubt; inactive means no such curve, though single readings can be large; an effect the other way counts as inactive or inconclusive. On the % scale 0 is the no-effect control and ±100 the full control effect; potency means the concentration at half of the fitted maximal effect. Some of the compounds tested; rates above refer to the full screens.
canonical_smiles | AID inh | UDG counter
CCCNC(=O)CCC(=O)NC(C)c1cccc(Cl)c1 (configuration not stated) | 3% | 8%
Cc1ccc(NC(=O)CN(CCc2ccccc2)S(=O)(=O)c2ccccc2)c(C)c1 | 8%[57.5 µM] | 0%[57.5 µM]
FC(F)(F)c1cc(-c2ccco2)nc(=S)[nH]1 | 2% | -2%
Cc1nc2ccc(Cl)cc2cc1C(=O)Nc1ccncc1 | 0% | -2%
CCCC(=O)NCc1ccc(-c2nc3ccccc3s2)cc1 | 3% | 0%
Cc1cccc(NC(=O)c2cc(S(=O)(=O)N3CCCCC3)c[nH]2)c1C | -16% | 12%
COc1ccc(OCCNC(=O)c2cc(C3CC3)nc3ccccc23)cc1 | -8% | -2%
CCN(Cc1ccccc1)C(=O)c1cc2c(=O)[nH]c3ccc(C)cc3c2s1 | 9% | -5%
COc1cc(-c2nc(Cn3nnc(C(=O)Nc4cc(C)cc(C)c4)c3C)c(C)o2)cc(OC)c1OC | ? | -5%
O=C(NC(NC(=O)c1ccccc1)c1ccc(F)cc1)c1ccccc1 | 1% | 4%
CCCCNS(=O)(=O)c1ccc(NC(=O)c2c(-c3ccccc3)noc2C)cc1 | 13% | 35%[activator]
COc1ccc(C(=O)NCC(c2ccco2)S(=O)(=O)c2ccccc2)cc1 (configuration not stated) | -3% | -3%[57.5 µM]
N#C/C(=C/c1ccccc1OCc1ccccc1)c1nc2ccccc2[nH]1 | 5% | 3%
O=C(CCc1ccco1)NC1(C(=O)O)CCCCCC1 | -5% | -2%
O=C(Nc1ccc(Cl)c(C(F)(F)F)c1)c1cc(F)c(F)cc1Cl | -6% | 4%
C[C@H](NC(=O)Cn1ccc2ccc(OCc3ccccc3)cc21)C(=O)O | -2% | 5%
Brc1ccc(/C=N/N=C/c2ccc(Br)s2)s1 | 0% | 1%
Fc1cccc(Cl)c1/C=N/Nc1c(Cl)cc(Cl)cc1Cl | -10% | -7%
CCOc1ccccc1OCC(=O)OC(C)C(N)=O (configuration not stated) | -16% | 1%
Cc1nn(CC(=O)Nc2ccc3c(c2)nc2n3CCN(CC(C)C)C2)c(=O)c2ccccc12 | -17% | -7%
Cn1c(=O)c2[nH]c(-c3cccc(O)c3)nc2n(C)c1=O | 16% | 0%
CCOC(=O)C1CCN(S(=O)(=O)c2ccc3c(c2)N(C)C(=O)CC(=O)N3C)CC1 | 9% | -24%
CC(C)CNC(=O)CCc1ccc(NC(=O)C2CCCCC2)cc1 | 0% | -5%
Cc1nn(C)c(C)c1CNCc1cccnc1N1CCOCC1 | 1% | 0%
COC(=O)c1ccc(NC(=O)CC2C(=O)N(c3ccccc3)C(=O)N2Cc2cccs2)cc1 (configuration not stated) | -9% | 5%
CCn1c(=O)c2cc(C(=O)N3CCN(c4cccc(Cl)c4)CC3)sc2c2ccccc21 | ? | -4%
CC(C)CCNC(=O)Cn1c(=O)n(CCC(C)C)c(=O)c2sccc21 | -2% | -3%
Cc1[nH]c2ccccc2c1C(=O)C(=O)NC1CC(=O)N(c2ccccc2)C1 (configuration not stated) | 3% | 1%
O=C(NC1(C(F)(F)F)C(=O)Nc2c1c(=O)[nH]c(=O)n2-c1ccccc1)c1ccccc1 (configuration not stated) | 6% | -17%
CCc1ccc(-n2c(=O)c3sc4ccccc4c3n(CC(=O)NC3CCCC3)c2=O)cc1 | 8% | -2%
O=C(O)/C=C/c1ccc(Cl)s1 | 2% | -7%
CCOC(=O)COc1ccc(/C=N/NC(=O)C(O)(c2ccccc2)c2ccccc2)cc1 | -11% | -9%
COC(=O)c1sccc1S(=O)(=O)N(CC(=O)NCc1ccccc1)c1ccc(C)c(C)c1 | -3% | -15%
O=S(=O)(c1ccccc1)c1nnn2c1nc(NC1CCCCC1)c1sccc12 | 12% | 13%
Cc1cccc(CN2CCC(CNC(=O)Cn3ncc4c([nH]c5ccc(C)cc54)c3=O)CC2)c1 | 172%[activator] | -3%
COc1ccc(-n2nc3c(c2NC(=O)C(=O)NCc2ccccc2)CSC3)cc1 | -18% | -3%
O=C(NC12CC3CC(CC(C3)C1)C2)c1cccc(I)c1 | -14% | -16%
CSc1cccc(NC(=O)/C=C/c2cccc3ccccc23)c1 | 9% | 4%
CCOc1ccc(-n2nc3ccc(NC(=O)c4ccc(OC)c(Cl)c4)cc3n2)cc1 | 187%[activator] | -7%
S=c1sc(SCc2ccccc2)c(SCc2ccccc2)s1 | 17% | 1%
CCCCNC(=O)c1ccc(NC(=O)Nc2ccccc2)cc1 | -2% | -2%
CCOc1ccccc1CNCc1c(C(=O)O)c(C)n(Cc2ccc(C)cc2)c1C | 4% | -6%
Cc1cccc(CNC(=O)c2cc3cc(S(=O)(=O)N4CCCCC4)ccc3n2C)c1 | -7% | -12%
Cc1cccc(N2CCN(C(=O)CCc3c(C)nc4c(c3C)c(=O)n(C)c(=O)n4C)CC2)c1C | 16% | -8%
COC(=O)c1c(NC(=O)c2ccc(C(C)(C)C)cc2)sc2c1CCC(C)C2 (configuration not stated) | -6% | -2%
COc1ccccc1NC(=O)CSc1nnc(NC(=O)Nc2ccc(C)cc2)s1 | 7% | -3%
Cc1cc(-c2c(C)n([O-])c(C)c(-c3ccccc3)[n+]2=O)ccc1Cl | -17% | -3%
COc1ccc(CCN[C@H]2CS(=O)(=O)C[C@@H]2S(=O)(=O)c2ccc(F)cc2)cc1OC | -2% | 2%
CC(C)C(=O)Nc1ccc(C(=O)NNC(=S)Nc2ccccc2)cc1 | 3% | 1%
COc1cc(C2CC(=O)Nc3cc4c(cc32)OCCO4)cc(OC)c1O (configuration not stated) | 13% | 8%

# Going on with the list.
canonical_smiles | AID inh | UDG counter
Cc1ccc(Cl)cc1N1CCN(C(=O)c2cc(S(=O)(=O)N3CCCCCC3)cn2C)CC1 | ? | -9%
Cc1ccc(OCC(=O)Nc2ccc(S(=O)(=O)Nc3cc(C)nc(C)n3)cc2)c(Br)c1 | -19% | -9%
COc1ccc(-n2c(SCC(=O)NC3CCCCC3)nc3c([nH]c4ccccc43)c2=O)cc1 | 6% | 8%
CCCCn1c(NCc2cc(Cl)ccc2O)nc2ccccc21 | 22% | 19%
C=CCNC(=S)N/N=C1/CCC=C1CCCCC | -9% | -2%
O=C(CCCN1C(=O)C(c2ccccc2)Oc2cccnc21)Nc1ccccc1C(F)(F)F (configuration not stated) | 24% | 1%
CCc1ccc(C2C(C#N)=C(N)OC3=C2S(=O)(=O)N(Cc2ccccc2C)c2ccccc23)cc1 (configuration not stated) | 1% | 8%
N#Cc1nc(-c2ccco2)oc1N1CCN(C(=O)c2ccc(Cl)cc2Cl)CC1 | -4% | 0%
CC(=O)c1cccc(NC(=O)C2CCN(S(=O)(=O)c3ccc4c(c3)CCCN4C(C)=O)CC2)c1 | -1% | -8%
Cc1ccc(C)c(C(=O)CSc2nc(-c3ccccc3)nc3c2CCCC3)c1 | -8% | 0%
CCOc1ccc(NC(=O)COc2cc(C)cc(C)c2)c2cccnc12 | 9% | 0%
CC(C)c1cccc(C(C)C)c1NC(=O)c1ccc2c(c1)CCC2 | 4% | 3%
O=C(O)CC(CNS(=O)(=O)c1ccc(Br)cc1)c1ccccc1 (configuration not stated) | 0% | 4%
Cc1ccc(C)c(NC(=O)c2oc(=O)c3ccccc3c2-c2ccccc2)c1 | -11% | -11%
COc1cc(/C=N/O)c(Br)c(Br)c1OC | 1% | 2%
Nc1ccc2nc(-c3ccc(O)cc3)sc2c1 | -21% | -13%
CC(C)(C)OC(=O)N1CCC(c2c(C(=O)N3CCCCC3)cnn2-c2ccc(F)cc2F)CC1 | 2% | -21%
Cc1ccc2oc(C(=O)Nc3cccc(-c4nc5ccccc5s4)c3)c(C)c2c1 | 12% | -3%
O=S(=O)(c1cccc(F)c1)N1CCC(Oc2ccc(-n3cnnn3)cc2)CC1 | ? | -2%[57.5 µM]
COc1ccc(S(=O)(=O)N2CCC(n3c(C(F)(F)F)nc4cccnc43)CC2)cc1OC | 1%[57.5 µM] | -22%[57.5 µM]
Fc1ccc(CSc2nnc(-c3c[nH]c4ccccc34)n2C2CC2)c(Cl)c1 | -8% | 1%
CC(C)Oc1ccc(C(=O)N2CCCCC2CCN2CCCCC2)cc1 (configuration not stated) | 109%[activator] | -2%
Cc1nn(C)cc1-c1cc(C(F)F)c2c(C3CC3)nn(CC(=O)O)c2n1 | -2% | 8%
O=C(CCC1CCCCC1)NCc1ccc(Cl)cc1 | 2% | 1%
N#Cc1nc(-c2ccc(COc3ccccc3)o2)oc1N1CCCCC1 | 3% | 12%

# Among those listed so far, these have a tert-butyl group:
canonical_smiles | AID inh | UDG counter
COC(=O)c1c(NC(=O)c2ccc(C(C)(C)C)cc2)sc2c1CCC(C)C2 (configuration not stated) | -6% | -2%
CC(C)(C)OC(=O)N1CCC(c2c(C(=O)N3CCCCC3)cnn2-c2ccc(F)cc2F)CC1 | 2% | -21%

# Further structures:
canonical_smiles | AID inh | UDG counter
COc1cc(/C=N/O)ccc1O | 5% | 0%
CCc1ccc(NC(=O)CSc2nc(C)c(C(=O)Nc3ccccc3)c(-c3ccc(OC)c(OC)c3)c2C#N)cc1 | -5% | ?
COc1ccc(-c2nc(CN3CCC(C(=O)NCCN(CC(C)C)CC(C)C)CC3)c(C)o2)cc1OC | -21% | ?
CN(C)c1cccc(C(=O)Nc2cccc(C#N)c2)c1 | -1% | 5%
CCn1c(SC(C(=O)N2CCCC2)c2ccccc2)nnc1-c1ccccc1OC (configuration not stated) | -5% | -6%
COC(=O)CCOc1ccc(OCCC(=O)OC)c(N)c1 | 17% | -1%
CCNC(=O)c1ccc(CN(c2ccccc2)S(C)(=O)=O)cc1 | -4% | -7%
CCCN(C(=O)CCc1nc(-c2ccc(C)cc2)no1)c1ccc(OCC)cc1 | ? | -12%
Nn1c(SCc2ncc(-c3ccccc3)o2)nnc1-c1ccc(Cl)cc1 | 3% | 10%
CNC(=O)c1nn(CC(=O)N(C)C2CCCCC2)c(=O)c2ccccc12 | 5% | -2%
COc1ccc(OC)c(NC(=O)Cn2cnc3sc(C)c(S(=O)(=O)N4CCN(c5ccccc5OC)CC4)c3c2=O)c1 | -8% | -1%
COc1ccc(S(=O)(=O)NCCc2sc(-c3cccc(F)c3)nc2C)cc1 | -8% | -3%
Oc1ccccc1-c1nc2cnccn2c1Nc1ccc(Cl)cc1 | -24% | -4%
CC(C)(C)NC(=O)c1ccc2c(c1)CCCN2C(=O)c1ccc(Cl)cc1 | -9% | 3%
CN(C(=O)c1cc(C2CC2)nc2ccccc12)c1ccccc1 | -7% | -10%
COc1c(Br)cc(/C=C(\C#N)c2nc3ccccc3[nH]2)c(OC)c1Br | 15% | -5%
CCN(CC)C(=O)c1sc(NC(=O)C(C)Sc2nc(-c3ccccc3)cc(C(F)(F)F)n2)c(C(=O)OC)c1C (configuration not stated) | -5% | 1%
COc1cc2ccccc2cc1C(=O)N1CCN(c2nc3c(F)cccc3s2)CC1 | ? | -11%
CCc1cccc(NC(=O)c2cc(-c3ccccc3)n[nH]2)c1 | -13% | -7%
COc1ccccc1CNc1nc(NCc2ccccc2OC)n(S(=O)(=O)c2ccccc2)n1 | -11% | -1%
CCCc1ccc(/C=C/c2ccccc2)nc1 | -10% | -6%
CCCCN(C)CCCNC(=O)Cn1nc(CC)n2c(cc3sc(C)cc32)c1=O | 5% | -4%
CC(=O)NC(NC(=S)Nc1cccc(C)c1)C(Cl)(Cl)Cl (configuration not stated) | -3% | -3%
CC(CCO)Nc1nc2c(c(=O)n(C)c(=O)n2C)n1Cc1ccc(F)cc1 (configuration not stated) | 7% | 1%
Cc1ccccc1-c1nnc(CN2CCN(c3cccc(C)c3C)CC2)o1 | ? | 0%
CCCc1noc(C(C)Sc2n[nH]c(-c3ccccc3F)n2)n1 (configuration not stated) | 1% | 0%
CC(C)c1cc(C(=O)NOCc2ccccc2)c2ccccc2n1 | -5% | -5%
CCOc1ccccc1CNC(=O)c1ccc2c(c1)N(CC)CCS2 | -24% | -11%
COc1nc(C(=O)N2CCN(C(=O)N(C)C)CC2)cc2ccccc12 | -13% | -7%
Cc1ccc(-c2cc(C(=O)O)c3ccc(Br)cc3n2)o1 | 40%[activator] | -7%
Cc1ccc(CC(=O)N(CC#N)c2ccccc2)s1 | -6% | -5%
COc1ccc(C(=O)Nc2nc3c(s2)Cc2cc(OC)ccc2-3)cc1 | ? | -15%
COc1ccc(NC(=O)Cn2c(=O)c3cccn3c3ccccc32)cc1OC | -2% | -3%
COc1ccc(Cn2c(=O)c3ccccc3n3c(-c4ccc(C)cc4)nnc23)cc1 | 5% | 2%
COCc1cc(C)nc2sc3c(c12)NC(c1ccc(O)cc1)N(c1ccc(OC)cc1)C3=O (configuration not stated) | -14% | 0%
COc1ccc(-c2c(C)c3ccc(OC(=O)c4ccco4)cc3oc2=O)cc1 | -11% | -2%
Cc1c(-c2nc(-c3ccc4c(c3)OCO4)no2)nnn1-c1ccc(C(C)C)cc1 | 1% | 5%
COc1ccc(S(=O)(=O)N2CCN(Cc3nc4ccc(C)cc4o3)CC2)cc1Cl | -27% | 0%
Cc1ccccc1CNC(=O)CSc1nnc(C)c2c(C)n(-c3ccccc3)nc12 | -19% | -10%
Cc1ccc2c(=O)cc(C(=O)Nc3nnc(C(C)C)s3)oc2c1 | -2% | -6%
Cc1sc(NC2CCCCC2)nc1-c1ccc(NS(C)(=O)=O)cc1 | 0% | 1%

# Part of the list above, as labelled records.
> COc1ccc(C(=O)Nc2nc3c(s2)Cc2cc(OC)ccc2-3)cc1
  AID inh: ?
  UDG counter: -15%

> COc1ccc(NC(=O)Cn2c(=O)c3cccn3c3ccccc32)cc1OC
  AID inh: -2%
  UDG counter: -3%
